L3MBTL1 block = qHTS Assay for the Inhibitors of L3MBTL1. AID 485360, 2010. AlphaScreen L3MBTL1–H3K9me1 peptide binding. Lethal(3)malignant brain tumor-like protein 1 (Homo sapiens), Q9Y468. Potency, µM (series often up to 57.1 µM), without a hit: top-dose activity, negative = inhibition, most hits filed as inhibitors. hit rate 0.66% among 230,000; active means well fitted inhibition curve with a large enough effect; inconclusive means small, poorly fitted or top-dose-only effect; inactive means no such curve, though single readings can be large or run the other way; further: nearly all actives have a fitted effect of over 60% in size
Target sequence (Q9Y468 whole entry, looked up): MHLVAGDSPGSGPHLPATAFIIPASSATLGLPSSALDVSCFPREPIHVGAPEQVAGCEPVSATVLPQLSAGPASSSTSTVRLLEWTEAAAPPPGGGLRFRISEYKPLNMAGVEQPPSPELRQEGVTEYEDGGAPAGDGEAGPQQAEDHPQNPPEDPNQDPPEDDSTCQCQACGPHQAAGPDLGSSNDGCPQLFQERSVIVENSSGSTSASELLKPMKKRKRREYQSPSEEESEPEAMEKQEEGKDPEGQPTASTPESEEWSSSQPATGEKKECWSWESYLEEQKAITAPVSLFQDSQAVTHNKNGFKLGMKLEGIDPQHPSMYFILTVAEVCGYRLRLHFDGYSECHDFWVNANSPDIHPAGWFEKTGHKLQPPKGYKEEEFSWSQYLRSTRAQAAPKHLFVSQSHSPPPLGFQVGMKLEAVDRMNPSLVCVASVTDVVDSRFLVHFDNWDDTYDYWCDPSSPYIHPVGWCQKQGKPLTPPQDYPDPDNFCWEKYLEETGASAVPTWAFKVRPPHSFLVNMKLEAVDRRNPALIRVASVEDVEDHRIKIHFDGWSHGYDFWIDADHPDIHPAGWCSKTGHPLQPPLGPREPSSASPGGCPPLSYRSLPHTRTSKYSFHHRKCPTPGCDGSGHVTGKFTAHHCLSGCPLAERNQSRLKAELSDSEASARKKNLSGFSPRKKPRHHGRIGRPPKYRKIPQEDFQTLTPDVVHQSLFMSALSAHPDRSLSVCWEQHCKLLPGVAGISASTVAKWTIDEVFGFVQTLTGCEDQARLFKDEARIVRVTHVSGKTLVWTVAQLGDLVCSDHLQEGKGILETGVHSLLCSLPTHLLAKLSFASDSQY
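L3MBTL1 (50 nM) pre-complexed 30 min with biotinylated H3(1-15)K9me1 peptide (75 nM), then compounds added for 30 min at room temperature; AlphaScreen streptavidin donor/nickel chelate acceptor beads (10 ug/mL final) read after 30 min dark incubation.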
* hit, by the source's call; ? = inconclusive; & = joins results of further samples; [ ] = another dose, or the depositor's remark. On the % scale 0 is the no-effect control and ±100 the full control effect; potency means the concentration at half of the fitted maximal effect. The list is partial, so the mix of outcomes need not match the whole.

SMILES	L3MBTL1 block
O=C(Nc1ccccn1)c1ccc(Cl)c(S(=O)(=O)N2CCCC2)c1	3%
O=S(=O)(c1ccc2c(c1)OCCO2)C1CCC(S(=O)(=O)c2c(F)cccc2F)CC1 (stereo not drawn)	-3%&-2%
Cc1ccc(C)c(NC(=O)CN(C)C(=O)c2cc([N+](=O)[O-])ccc2N2CCOCC2)c1	-2%
CCCOc1ccc(/C=C/C(=O)OCC(=O)N(C)c2c(N)n(Cc3ccccc3)c(=O)[nH]c2=O)cc1OCC	21%
COCCCNC(=O)CC1C[C@H](C(=O)N2CCCCC2)[C@@]2(C)c3[nH]c4ccc(OC)cc4c3CCN2C1=O (stereo partly drawn)	11%
Cc1nc(N)sc1-c1csc(Nc2cccc(C(=O)O)c2)n1	22µM*
Cc1ccc(S(=O)(=O)N2CCCCC2)cc1NC(=O)COC(=O)C1(C)CC1(Cl)Cl (stereo not drawn)	-4%
Cc1c(NC(=O)c2ccc(S(=O)(=O)N(C)C)cc2)cccc1-n1cnnn1	5%
Cn1nnnc1Sc1ncnc2scc(-c3ccc(-c4ccccc4)cc3)c12	-3%
Cc1[nH]c2ccccc2c1C(=O)C(C)OC(=O)c1ccccc1NCCO (stereo not drawn)	3%
O=C1NC(=O)c2cc([N+](=O)[O-])cc3cccc1c23	5%
Cc1cc(OCC(=O)OCC(=O)NCC2CCCO2)ccc1Cl (stereo not drawn)	-4%
CC(C)(C)C1CCC(=O)N(CCC#N)CC1 (stereo not drawn)	-1%
N#Cc1ccccc1OCC(=O)N(C1CCCCC1)C1CCS(=O)(=O)C1 (stereo not drawn)	2%
CCN1CCN(c2ccc(S(=O)(=O)N3CCCCC3)cc2NC(=O)COc2ccc(Cl)cc2)CC1	-9%
Cc1ccc(NC(=O)CSc2ccc(S(=O)(=O)N3CCCC3)cn2)cc1F	4%
CC1(c2ccccc2Cl)NC(=O)N(CC(=O)Nc2ccc(N3CCCCC3)cc2)C1=O (stereo not drawn)	-3%
COc1ccc(Cl)cc1NC(=O)CN(C)CC(=O)Nc1ccc2c(c1)OCO2	-3%
O=C(COC(=O)c1ccccc1O)NC12CC3CC(CC(C3)C1)C2	-3%
CC(=O)N1CCN(c2ccc(NC(=O)c3cccc(Cl)c3)cc2)CC1	39%[activator]
O=C(OCCOc1ccc(Br)cc1)c1ccc(Cl)c(S(=O)(=O)N2CCOCC2)c1	19%
CC(C)(C)OC(=O)N1O[C@H]2CC1[C@@H]1[C@@H]2N=NN1CCc1ccncc1	5%
Cc1ccc(OCCC(=O)Nc2ccccc2C(=O)N2CCCCC2)cc1	5%
O=C(O)C1CCN(C(=O)CSc2nnc(-c3ccccc3)o2)CC1	0%

The closing two records of the part above are carried over, then new ones follow.
SMILES	L3MBTL1 block
Cc1ccc(OCCC(=O)Nc2ccccc2C(=O)N2CCCCC2)cc1	5%
O=C(O)C1CCN(C(=O)CSc2nnc(-c3ccccc3)o2)CC1	0%
Cc1ccc(COC(=O)c2cccc(S(=O)(=O)N3CCCCCC3)c2)cc1	46%[activator]
COc1ccccc1CC(=O)Nc1ncc(C)s1	-4%
N#Cc1ccc(OCC(=O)N2CCN(S(=O)(=O)c3ccc(Cl)s3)CC2)cc1	5%
COc1ccccc1CNC(=O)COC(=O)c1ccc(C)c(S(=O)(=O)N2CCOCC2)c1	-1%
CCc1ccc(CN2CCCC(CNC(=O)c3cc(OC)cc(OC)c3)C2)cc1 (stereo not drawn)	4%
COc1ccc(C(=O)Nc2ccc(C3(C#N)CCCC3)cc2)cc1OC	1%[2.29 µM]
CCc1cc(C(=O)NCC(c2cccs2)N2CCOCC2)sc1C (stereo not drawn)	-2%
Cc1ccc(C(=O)N[C@H](C(=O)Nc2ccc(N3CCOCC3)cc2)C(C)C)cc1	7%
CCN(CC(=O)Nc1c(F)cccc1F)C(=O)c1cc(S(=O)(=O)N2CCOCC2)ccc1N1CCCC1	8%
COc1cc(C(=O)NNC(=O)/C=C/c2ccccc2)cc(OC)c1OC	-4%
CN(C)C(=O)N=NC(=O)N(C)C	-9%
CCc1noc(C)c1C(=O)Nc1cc(C(F)(F)F)ccc1-n1cncn1	2%
O=C(CCNS(=O)(=O)c1cccs1)N1CCN(c2cccc(C(F)(F)F)c2)CC1	1%
Cc1cc(=O)n2c3ccccc3n(C)c2n1	2%
CN(Cc1ccc(F)cc1)C(=O)c1cccc(S(=O)(=O)N2CCN(Cc3ccccc3)CC2)c1	-12%
Cc1cnc(C(=O)OCC(=O)NCc2ccc(Cl)cc2)cn1	-5%
NC(=O)CC(NC(=O)c1ccc(Br)cc1)c1ccc(N2CCCCCC2)c([N+](=O)[O-])c1 (stereo not drawn)	-20%
COc1ccc(C(C)(C)C)cc1NC(=O)COC(=O)CN1C(=O)NC2(CCCCC2C)C1=O (stereo not drawn)	-4%
Cc1ccc(NS(=O)(=O)c2ccc(C(=O)NC3CCN(Cc4ccccc4)CC3)cc2)cc1	-3%
COc1ccccc1NS(=O)(=O)c1cccc(C(=O)N/N=C/c2ccc([N+](=O)[O-])o2)c1	-3%
Cc1cc(NC(=O)C(C)SCC(=O)OC(C)C(=O)Nc2cccc(C#N)c2)no1 (stereo not drawn)	5%
CN(C(=O)COC(=O)c1ccc2ccccc2n1)c1ccccc1	1%
COc1cc2cc(CCOC(=O)c3ccc(C(F)(F)F)cc3)oc(=O)c2cc1OC	-6%
Cc1ccc(OCC(=O)N2CCCCCCC2)cc1C	-1%
C[C@]12c3[nH]c4ccccc4c3CCN1C(=O)C(CC(=O)NCC13CC4CC(CC(C4)C1)C3)C[C@@H]2C(=O)N1CCCCC1 (stereo partly drawn)	-16%
CN(Cc1nc2ccccc2c(=O)[nH]1)C(=O)c1cc2c(s1)CCCCC2	4%
CCCc1nnc(NS(=O)(=O)c2ccccc2)s1	3%
Clc1nc(NC2CCCC2)nc(N2CCOCC2)n1	3%
Cc1cc(C)c(C#N)c(N2CCN(C(=O)C3COc4ccccc4O3)CC2)n1 (stereo not drawn)	0%
O=C(CN1CCN(C(=O)c2ccco2)CC1)Nc1cccc(S(=O)(=O)N2CCCC2)c1	-2%
O=C(COC(=O)C1CC1)NC(=O)c1ccccc1	-2%
CC(NC(=O)CN(c1ccc(Cl)cc1)S(C)(=O)=O)c1ccccc1 (stereo not drawn)	-1%
Cc1onc(-c2c(F)cccc2Cl)c1C(=O)Nc1cccc(S(=O)(=O)NC2=NCCC2)c1	5%
CCc1ccc(N2CC(C(=O)N3CCN(c4ccccn4)CC3)CC2=O)cc1 (stereo not drawn)	2%
CCC(c1nnc(SCC(=O)NC2CCCCC2)n1Cc1ccccc1)N(C)C (stereo not drawn)	-6%
O=C(Nc1cc(Cl)ccc1N1CCOCC1)C1CC1	9%

Taken from above.
Value for C[C@]12c3[nH]c4ccccc4c3CCN1C(=O)C(CC(=O)NCC13CC4CC(CC(C4)C1)C3)C[C@@H]2C(=O)N1CCCCC1 (stereo partly drawn) in L3MBTL1 block: -16%
Value for O=C(CN1CCN(C(=O)c2ccco2)CC1)Nc1cccc(S(=O)(=O)N2CCCC2)c1 in L3MBTL1 block: -2%
Value for Cc1onc(-c2c(F)cccc2Cl)c1C(=O)Nc1cccc(S(=O)(=O)NC2=NCCC2)c1 in L3MBTL1 block: 5%
Value for CCc1ccc(N2CC(C(=O)N3CCN(c4ccccn4)CC3)CC2=O)cc1 (stereo not drawn) in L3MBTL1 block: 2%
Value for CN(Cc1nc2ccccc2c(=O)[nH]1)C(=O)c1cc2c(s1)CCCCC2 in L3MBTL1 block: 4%

(further entries)
SMILES	L3MBTL1 block
O=C(COC(=O)CN1C(=O)c2ccccc2C1=O)Nc1cccc(F)c1	2%
O=C(Nc1nncs1)c1cc(-c2ccco2)nc2ccccc12	?
COC(=O)C1=C(C)N(Cc2ccccc2)C(=NCCc2cccnc2)N[C@H]1c1ccccc1	-3%
C[C@@H]1CN([C@H](C)CO)C(=O)Cc2cc(NC(=O)CCC(F)(F)F)ccc2O[C@@H]1CN(C)C(=O)NC1CCCCC1	-1%
Cc1cc(C)n2nc(C(=O)OCC(=O)N(Cc3ccccc3)C(C)C)nc2n1	8%
CN(c1ccc(OCC(=O)NCCc2ccccc2)cc1)S(=O)(=O)c1ccc(Cl)cc1	22%
C=CCNC(=O)c1onc(CS(=O)(=O)c2cc(C)cc(C)c2)c1C(=O)NCC=C	8%
COc1ccc(C(=O)OCC(=O)c2ccc(Br)s2)c(OC)c1	15%
CC(=O)c1c(C)[nH]c(C(=O)CN2CCN(S(=O)(=O)c3ccccc3F)CC2)c1C	-1%
COc1ccc(S(=O)(=O)NCC2CCCN(C(=O)CCSC)C2)cc1 (stereo not drawn)	1%
N#CCCN(C(=O)COC(=O)c1cc2ccccc2oc1=O)c1ccccc1	2%
Cc1ccc(S(=O)(=O)N2CCN(C(=O)N3CCOCC3)CC2)cc1C	4%[2.29 µM]
Cc1cccnc1NC(=O)CCCNC(=O)c1ccc(Cl)cc1	8%
COC(=O)c1cn(C(=O)c2cc(OC)c(OC)c(OC)c2)c2ccccc12	57%[activator]
C=CCN(CC=C)C(=O)c1cccc(OC2CCN(CC(C)(C)C)CC2)c1	0%
Cc1ccc(-n2nc3ccc(N)cc3n2)c(C)c1	-8%
COc1ccc(S(=O)(=O)N2CCOCC2)cc1NC(=O)c1cc(C)oc1C	-3%
Cc1cnc(C(=O)OC(C)C(=O)Nc2ccc(Oc3ccccc3)cc2)cn1 (stereo not drawn)	3%
O=C(CN1C(=O)NC2(CCCCCC2)C1=O)N1CCN(c2ccc(F)cc2)CC1	5%
O=C(CCc1nc(-c2ccc(F)cc2)no1)Nc1cccc(C(=O)NC2CC2)c1	8%
CCN(CC)CCCN(Cc1cc2cc3c(cc2[nH]c1=O)OCO3)C(=S)NCCCN(C)C	-7%
CCOC(=O)c1ccc(CN2C(=O)c3ccccc3S2(=O)=O)cc1	12%
CCOC(=O)c1ccc2[nH]c3c(c2c1)CCCC3NC=O (stereo not drawn)	0%
CCOc1ccc(S(=O)(=O)Nc2cccc(C(=O)N3CCN(c4cccc(OC)c4)CC3)c2)cc1	0%

Next part; it opens with the 7 that closed the last part.
SMILES	L3MBTL1 block
Cc1cnc(C(=O)OC(C)C(=O)Nc2ccc(Oc3ccccc3)cc2)cn1 (stereo not drawn)	3%
O=C(CN1C(=O)NC2(CCCCCC2)C1=O)N1CCN(c2ccc(F)cc2)CC1	5%
O=C(CCc1nc(-c2ccc(F)cc2)no1)Nc1cccc(C(=O)NC2CC2)c1	8%
CCN(CC)CCCN(Cc1cc2cc3c(cc2[nH]c1=O)OCO3)C(=S)NCCCN(C)C	-7%
CCOC(=O)c1ccc(CN2C(=O)c3ccccc3S2(=O)=O)cc1	12%
CCOC(=O)c1ccc2[nH]c3c(c2c1)CCCC3NC=O (stereo not drawn)	0%
CCOc1ccc(S(=O)(=O)Nc2cccc(C(=O)N3CCN(c4cccc(OC)c4)CC3)c2)cc1	0%
Cc1cccc(C)c1NC(=O)CNC(=O)CCCc1c[nH]c2ccccc12	-1%
COc1ccccc1NC(=S)NCc1ccccc1Cl	-10%
C=CC[C@@H](CC(=O)N(CCO)Cc1ccccc1)C(=O)NC[C@@H](OC(=O)[C@@H](CC=C)Cc1ccc(F)cc1)c1ccccc1	4%
CCOc1ccc(C(=O)N(CC(=O)Nc2cccc(C)c2C)CC2CCCO2)cc1OC (stereo not drawn)	1%
Cc1ccccc1C(=O)Nc1cccc(-c2ccc(N3CCOCC3)nn2)c1	11%
CCc1ccccc1OCC(=O)OCC(=O)Nc1cc(C)on1	-2%
CCCCn1nc(C(=O)N(CCOC)c2c(N)n(CCCC)c(=O)[nH]c2=O)c2ccccc2c1=O	4%
COc1cc(OC)cc(C(=O)N[C@H](C(=O)NC2CCCc3ccccc32)C(C)C)c1 (stereo partly drawn)	4%
O=C(c1cccc(Cl)c1)N1CCN(Cc2ccccc2)CC1	-9%
CCN(CC)S(=O)(=O)c1cc(NC(=O)C2=COCCO2)ccc1Cl	-12%
COc1ccccc1C(=O)NCC(=O)OCC(=O)N1CC(C)OC(C)C1 (stereo not drawn)	3%
CCN(CC)c1nc2c(c(=O)[nH]c(=O)n2C)n1Cc1ccccc1	-2%
O=C1c2ccccc2C(O)(c2ccccc2)N1CCc1ccccc1 (stereo not drawn)	-3%
CN(CC(=O)Nc1cccc(F)c1)C(=O)C1(c2ccccc2)CC1	-7%
C/C(=N\OCC(=O)OCC(=O)N(Cc1ccccc1)C(C)(C)C)c1ccc2c(c1)OCO2	40%[activator]
CCOCc1cc(CN2CCC(CCC(=O)NC3CC3)CC2)ccc1OC	6%
N#Cc1nc(-c2cccc3ccccc23)oc1N	6%
CCOc1ccc(OCCCC(=O)ON=C(N)c2ccccc2Cl)cc1	38%[activator]
Cc1ccc(NC(=O)C(=O)NCC2CCCN2S(=O)(=O)c2cccs2)c(C)c1 (stereo not drawn)	-3%
O=C(COC(=O)Cc1ccccc1)NCc1ccc2c(c1)OCO2	6%
COc1ccccc1C(CNC(=O)c1cccc(S(=O)(=O)Nc2ccc(C)cc2)c1)N1CCCC1 (stereo not drawn)	0%
CCN(CC)c1ccc(/C=N/N2CC(=O)NC2=S)cc1	-12%
Cc1cc(F)ccc1S(=O)(=O)Nc1ccc(C(=O)N(C)Cc2ccco2)cc1	3%
O=C(CN1CCN(C2CCS(=O)(=O)C2)CC1)N1N=C(c2ccc(Cl)cc2)CC1c1ccco1 (stereo not drawn)	-4%
CCOc1ccc(CNS(=O)(=O)c2cccs2)cc1OCC	6%
CCCCC(=O)Nc1ccc(C(=O)NCCN2CCOCC2)cc1	4%
CN(C)CCCN1C(=O)c2cc3ccccc3cc2C1=O	3%
CC(=O)c1ccc(S(=O)(=O)Nc2c(C)nn(C)c2C)cc1	28µM*
CC1(C)C(C=C(Cl)Cl)C1C(=O)N/N=C/c1ccccc1F (stereo not drawn)	42%
CCN(C(=O)CN1C(=O)NC(CCSC)C1=O)C1CCS(=O)(=O)C1 (stereo not drawn)	7%
CCOc1cc(-c2nnn(CC(=O)N3CCCCC3)n2)ccc1OC	3%
COCCNC(=O)C(OC(=O)c1ccco1)c1ccccc1F (stereo not drawn)	3%

High-throughput results as filed in PubChem.
